# High-throughput results: PubChem, The Scripps Research Institute Molecular Screening Center
# CHRM1 agonist = activates human CHRM1 receptor; P11229; CHO-K1 hM1, Fluo-8 calcium fluorescence, agonist mode; 0% DMSO, 100% acetylcholine EC100; activation, % at 3 µM; hit rate 0.33% among 360,000; AID 588814;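 active = activation above the run's mean compound activation plus 3 SD, cut at about 16% in these data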;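 also: peak over basal fluorescence ratio within a 140 s kinetic read after compound addition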
# M1 antag = blocks human M1 muscarinic receptor. CHO-K1 hM1, Fluo-8 calcium fluorescence, ACh EC80 antagonist. hit rate 1.3% among 360,000. inhibition, % at 3 µM;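 active = percent inhibition above its own plate's cutoff, namely the mean of that plate's compound wells plus 3 SD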;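 also: peak over basal fluorescence ratio during 140 s after agonist addition; 0% = ACh EC80 plus DMSO and 100% = DMSO alone without agonist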
# CHO parental Ca = counter-screen: ATP calcium response change in parental CHO cells; AID 463079; inhibition, % at 5.6 µM; hit rate 0.63% among 330,000; parental CHO-K1, ATP-induced calcium, Fluo-8 fluorescence;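 active = inhibition above that plate's mean sample inhibition plus 3 SD, cut at about 26% in these data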;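 also: 0% = ATP-challenged DMSO wells and 100% = DMSO wells without ATP; some compounds past the cut are filed as inactive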
#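 material = parental CHO cells | also added = ATP as calcium-mobilizing challenge | dosing = single point at 5.6 µM | detection = intracellular calcium via Fluo-8 no-wash fluorescent dye | read-out = % inhibition | benchmarks = low control ATP plus DMSO, high control DMSO only | repeats = one well per compound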
# TAAR1 ag = human TAAR1 agonism; hit rate 0.99% among 360,000; activation, % at 3 µM; Q96RJ0; CHO RD-HGA16 TAAR1, Fluo-8 calcium fluorescence; vehicle wells 0%, saturating PEA agonist 100%;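 active = activation above the mean activation of all test compounds in the run plus 3 SD, cut at about 38% in these data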
# Target sequence (Q96RJ0 whole entry, looked up): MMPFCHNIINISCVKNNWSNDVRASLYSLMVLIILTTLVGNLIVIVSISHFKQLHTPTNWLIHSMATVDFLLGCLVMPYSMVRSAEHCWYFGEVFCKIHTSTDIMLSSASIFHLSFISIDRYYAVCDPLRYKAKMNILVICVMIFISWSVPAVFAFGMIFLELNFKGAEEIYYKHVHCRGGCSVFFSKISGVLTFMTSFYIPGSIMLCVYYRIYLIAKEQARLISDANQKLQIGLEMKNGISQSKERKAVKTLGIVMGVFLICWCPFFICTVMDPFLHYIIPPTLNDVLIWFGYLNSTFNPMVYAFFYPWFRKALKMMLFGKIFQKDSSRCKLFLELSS
#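 System: CHO-derived RD-HGA16 cells with stable Gα16 and human TAAR1 / Times: 17-24 h plating, Fluo-8 75 min 37 °C, 30 min RT / Technique: calcium-sensitive Fluo-8 signal, excitation 470-495, emission 515-575 nm / Measure: % activation relative to PEA EC100 response / Benchmarks: DMSO and PEA EC100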
# M1 PAM = potentiates human M1 receptor response to acetylcholine; activation, % at 3 µM; hit rate 0.088% among 360,000; AID 588819; P11229; CHO-K1 hM1, Fluo-8 calcium fluorescence, ACh EC20; 0% = ACh EC20, 100% = maximal ACh; in the data active = activation above about 19%, passing the limit was not always enough
# OXTR potentiate = human OXTR potentiation. CHO-OTR cells, Fluo-8 calcium fluorescence, potentiator mode; 0% = oxytocin EC15, 100% = EC100. P30559. activation, % at 3 µM. hit rate 0.061% among 320,000;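 active = activation above that plate's cutoff, the mean activation of tested compounds plus 3 SD, cut at about 6.6% in these data, passing the limit was not always enough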;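 also: 100% uses oxytocin at 75 nM as the full agonist control; some results filed as inactive read as strong as hits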
#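 System: human OTR in CHO cells; Also added: sub-maximal oxytocin, roughly EC15; Timing: compound 6 min at room temperature before oxytocin, 100 s read; Technique: Fluo-8 intracellular calcium fluorescence, ex 470-495, em 515-575 nm; Controls: oxytocin EC15 low and EC100 high; Replication: singlicate.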
# V1aR counter = counter-screen for oxytocin receptor agonists: human V1a receptor agonists; activation, % at 3 µM; P37288; AID 2797; CHO-V1R cells, Fluo-8 calcium fluorescence, agonist mode; 0% DMSO, 100% 3 nM vasopressin; hit rate 0.25% among 320,000;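 active = activation above the mean activation of all tested compounds plus 3 SD, per screening run, cut at about 20% in these data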;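 also: signal is peak over basal fluorescence ratio across a 100 second FLIPR read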
# Target sequence (P37288 whole entry, looked up): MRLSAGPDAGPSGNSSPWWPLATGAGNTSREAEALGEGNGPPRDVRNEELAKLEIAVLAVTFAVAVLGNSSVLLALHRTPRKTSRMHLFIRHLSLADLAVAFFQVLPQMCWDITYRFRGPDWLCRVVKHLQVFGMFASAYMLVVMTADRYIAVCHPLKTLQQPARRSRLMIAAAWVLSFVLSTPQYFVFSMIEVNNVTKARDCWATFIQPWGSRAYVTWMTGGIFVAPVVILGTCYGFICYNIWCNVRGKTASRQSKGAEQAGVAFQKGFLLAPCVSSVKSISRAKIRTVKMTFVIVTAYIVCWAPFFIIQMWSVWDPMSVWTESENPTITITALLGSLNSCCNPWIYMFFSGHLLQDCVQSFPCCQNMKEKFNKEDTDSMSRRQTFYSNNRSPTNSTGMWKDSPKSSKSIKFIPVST
# TAAR1 antag = human TAAR1 antagonism | inhibition, % at 3 µM | hit rate 1.5% among 360,000 | Q96RJ0 | CHO RD-HGA16 TAAR1, Fluo-8 calcium fluorescence, antagonist | AID 624466;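 active = inhibition above a per-plate cutoff, the mean inhibition of test compounds on that plate plus 3 SD, cut at about 49% in these data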;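 also: 0% = DMSO plus EC80 beta-PEA response and 100% = DMSO alone without agonist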
#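 System: CHO RD-HGA16 cells bearing hTAAR1. Reagent: EC80 β-phenethylamine stimulus. Schedule: seeding 17-24 h prior, 75-min 37 °C, 30-min RT dye loading. Signal: Fluo-8 intracellular calcium dye fluorescence, real-time kinetic reads. Read-out: % inhibition from peak post-agonist over basal fluorescence ratio. Benchmarks: vehicle wells and EC80 agonist wells. Replicates: n of 1.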
# OXTR ag = human OXTR agonism; CHO-OTR cells, Fluo-8 calcium fluorescence; normalized: DMSO 0%, oxytocin 100%; AID 2435; hit rate 0.32% among 320,000; P30559; activation, % at 3 µM;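 active = activation above the mean of all tested compounds plus 3 SD, cutoff set per screening run, cut at about 20% in these data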;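 also: peak over basal fluorescence ratio from a 100 s FLIPR kinetic read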
# * hit, by the source's call; / = no result given.
SMILES,CHRM1 agonist,M1 antag,CHO parental Ca,TAAR1 ag,M1 PAM,OXTR potentiate,V1aR counter,TAAR1 antag,OXTR ag
COc1ccc(C(C)(NC(C)=O)c2nc(-c3ccccc3OC)cs2)cc1 (configuration not stated),-4.4,-14.6,/,0.2,3.3,/,/,-19.8,/
Nc1cccc(Oc2ccc3c(c2)C(=O)N(CC2CCCO2)C3=O)c1 (configuration not stated),1.9,-4.5,-9.1,2.1,-0.9,-3.2,5.7,-12.9,0.3
COc1cc(C(=O)NCc2nnc(SCC(=O)Nc3cccc(C)c3)o2)cc(OC)c1OC,-3.1,-10.4,14.2,7.9,7.5,-5.8,-0.8,-16.9,-0.1
COC(=O)Cc1cc(=O)[nH]c(/N=C(\N)Nc2cccc(C)c2)n1,-2.6,12.9,-7.5,9.6,-0.9,-3.7,0.3,13.3,-0.7
COc1cc(OC)c(NC(=O)CCc2nc(-c3cccs3)no2)cc1Cl,-1.1,-9.1,-16.9,5.1,0.0,-10.3,1.1,11.8,1.7
O=C(Cc1c[nH]c2ccccc12)NC1(C(=O)NC2CCCC2)CCCCC1,-1.2,-3.7,-5.0,0.8,11.8,-13.7,1.1,-14.1,0.8
O=S(=O)(NCc1ccncc1)c1ccccc1,0.3,12.4,9.9,6.9,-5.4,-23.2,8.7,-2.5,15.3
CC1(C(=O)Nc2ccccc2Br)CCN1C(=O)Cc1ccc(Cl)cc1Cl (configuration not stated),-2.8,-3.4,/,1.0,1.7,/,/,0.7,/
O=C(COc1ccc2c(-c3ccccc3)cc(=O)oc2c1)NCCCN1CCOCC1,-5.0,5.2,-12.5,2.1,1.8,-2.2,5.0,-24.3,-0.3
COc1ccc(NC(=O)COC(=O)c2ccc3ccccc3n2)cc1OC,2.5,2.9,-8.2,4.2,-1.8,2.0,3.7,8.6,2.3
N=c1c(C(=O)NCCc2ccccc2)cc2c(=O)n3ccccc3nc2n1CC1CCCO1 (configuration not stated),-12.9,11.8,-20.6,-1.8,-11.7,-2.9,2.3,-12.6,-1.0
Cc1cc(C)cc(N2C(=O)CC(Cn3nc(C)cc3C)C2=O)c1 (configuration not stated),-2.4,-8.5,0.8,5.2,10.3,-11.2,-1.8,-2.5,-1.3

# Next part, overlapping the part above by three compounds.
SMILES,CHRM1 agonist,M1 antag,CHO parental Ca,TAAR1 ag,M1 PAM,OXTR potentiate,V1aR counter,TAAR1 antag,OXTR ag
COc1ccc(NC(=O)COC(=O)c2ccc3ccccc3n2)cc1OC,2.5,2.9,-8.2,4.2,-1.8,2.0,3.7,8.6,2.3
N=c1c(C(=O)NCCc2ccccc2)cc2c(=O)n3ccccc3nc2n1CC1CCCO1 (configuration not stated),-12.9,11.8,-20.6,-1.8,-11.7,-2.9,2.3,-12.6,-1.0
Cc1cc(C)cc(N2C(=O)CC(Cn3nc(C)cc3C)C2=O)c1 (configuration not stated),-2.4,-8.5,0.8,5.2,10.3,-11.2,-1.8,-2.5,-1.3
Cc1ccnc(Cc2ccccc2)n1,-0.8,-6.8,0.8,-0.5,5.9,-4.5,1.1,-4.7,-0.2
O=C(CN(c1ccc2c(c1)OCCO2)S(=O)(=O)c1ccccc1)Nc1ccc2c(c1)OCO2,-2.0,14.8,-9.9,14.1,-8.0,-9.5,0.0,54.0*,-1.5
CCN1C(=O)c2cccc3c(NC(=O)c4ccc5c(c4)OCCO5)ccc1c23,-4.6,-6.6,-19.2,13.5,7.7,-1.6,0.8,0.8,1.6
O=C(NCc1ccco1)C1CCCN(S(=O)(=O)Cc2ccccc2)C1 (configuration not stated),-0.5,5.6,-0.2,15.1,-2.3,2.7,0.2,2.3,-0.8
CC(C)n1nc(C(=O)Oc2ccc(Cl)cc2)c2ccccc2c1=O,-2.2,-1.3,-5.9,-0.5,8.6,-6.7,0.6,-10.8,-0.8
CCCOc1ccc(NC2=CC(=O)CC(C)(C)C2)cc1,-5.8,-29.3,-12.7,12.1,4.0,-4.0,0.1,-2.9,-0.9
Cc1[nH]nc(SCC(=O)NCc2ccc(Cl)cc2)c1[N+](=O)[O-],-10.0,-11.1,-7.3,4.0,3.6,-4.5,2.1,-10.1,-0.2
O=C(CCS(=O)(=O)c1ccc(Br)cc1)NC1CCCCCC1,-4.0,-8.0,-20.1,0.1,4.6,7.5,0.7,-18.3,-0.4
CCN1C(=O)[C@H]2[C@H]3CN=C(SCc4ccc(Cl)cc4)N3[C@@](Cc3ccccc3)(C(=O)OC)[C@H]2C1=O,-4.1,-8.3,-17.2,5.8,1.3,/,/,34.0,/
CCOC(=O)C1CCN(C(=O)C2(NC(=O)Nc3ccc(F)cc3F)CCCCC2)CC1,-3.8,-1.2,0.5,-2.5,6.2,-3.3,-0.5,-2.5,-0.2
CC1(c2ccccc2)NC(=O)N(CC(=O)Nc2ccc3c(c2)CCC3)C1=O (configuration not stated),3.1,-14.9,-13.2,11.1,14.1,-9.7,2.8,17.3,3.7
CC(=O)N1CCCC(C)(C(=O)Nc2ccc3nc(C)ccc3c2)C1 (configuration not stated),-1.8,9.1,/,-0.6,-8.6,/,/,5.2,/
COc1ccc(C(=O)N2CCN(S(=O)(=O)c3ccc(F)cc3)CC2)cc1OC,-7.8,-6.5,-1.8,0.3,11.8,-3.4,0.8,13.9,1.3
N#Cc1c(N)nc(N2CCCC2)c(C#N)c1-c1ccc(Cl)cc1,-3.9,1.2,-2.6,5.9,3.0,-15.6,0.4,2.0,-2.3
O=C(c1ccc(Cl)cc1)N(c1ccccn1)C1CCCCC1,-5.9,4.7,-14.4,2.2,-2.9,-4.6,-1.0,-19.2,-2.1
Cc1cccc(-n2c(Cc3cc(=O)[nH]c(=O)[nH]3)nnc2SCC(=O)N2CCCCC2)c1,-8.5,-0.6,-1.6,0.3,-4.9,-2.2,-0.1,-6.4,-0.3
CC1CC=C(O)C12OCC(C)(C)CO2 (configuration not stated),-1.9,-11.0,/,0.7,11.2,/,/,0.7,/
C=CCN(CC=C)Cc1cc(=O)oc2cc(C)cc(C)c12,-7.2,-30.9,/,-3.5,-3.5,/,/,-54.6,/
O=C(Nc1cc(S(=O)(=O)N2CCOCC2)ccc1N1CCCCC1)c1ccccc1Br,-3.1,-1.9,-2.9,0.9,-0.9,-8.8,0.2,-19.8,-2.2
Cc1ccc(NC(=O)c2cc3ccccc3oc2=N)cc1,-2.6,-5.7,5.4,0.1,6.5,-6.7,-0.1,-17.2,0.2
COCCNC(=O)C1(C)CCCN(Cc2ccc(OCc3ccccc3)cc2)C1 (configuration not stated),-6.7,-2.5,/,5.8,-0.9,/,/,-7.3,/
CN(C)CCCN(C(=O)c1ccc(S(=O)(=O)N2CCOCC2)cc1)c1nc2ccc(F)cc2s1,-4.7,-13.9,-19.3,7.7,11.6,-4.5,4.6,13.7,2.5
Cc1ccc(C(=O)Nc2ccccc2C(=O)Nc2ccccn2)cc1Cl,-3.1,-14.2,-8.0,-2.7,8.2,-4.2,1.1,12.5,-0.5
COCc1cc(=O)[nH]c(-c2csc(C)n2)n1,-1.8,-8.8,-7.2,0.6,6.3,4.5,-1.5,-18.4,0.8
COc1cccc(OC)c1C(=O)NNS(=O)(=O)c1ccc2ccccc2c1,-4.2,-13.0,/,-0.3,5.2,/,/,-31.2,/
COc1cc(C2C(C(=O)c3ccc(C)o3)=C(O)C(=O)N2CCCn2ccnc2)cc(OC)c1OC (configuration not stated),-0.5,-3.3,-6.7,/,8.5,-4.6,1.2,/,-0.2
COC1CCCN(C(=O)c2cccc(OC3CCN(S(C)(=O)=O)CC3)c2)C1 (configuration not stated),-1.6,0.7,-10.0,4.5,-1.0,-0.9,-0.2,-16.2,1.2
Cc1nnsc1C(=O)NNc1ccc(C(C)(C)C)cc1,-3.5,-12.6,2.5,4.1,10.2,1.9,4.9,-13.9,-0.4
COc1cccc(C(=O)NCC2CCCN(C(=O)Cc3cccc(C)c3)C2)c1OC (configuration not stated),-5.5,-9.9,/,1.0,5.5,/,/,8.6,/
Cc1cc(C)c(C(=O)N2CCCC(CNS(=O)(=O)N(C)C)C2)o1 (configuration not stated),-1.6,-16.1,-4.2,0.7,11.2,4.3,0.6,-7.9,0.3
Cc1cccc(NC(=O)CNC(=O)CSc2nnc(C(F)(F)F)n2C)c1C,-1.1,-2.8,-16.1,1.4,4.5,-0.8,0.3,-5.1,0.0
CC(C)NC(=O)c1cc(-c2ccc(F)cc2OC(C)C)n[nH]1,-4.4,-0.9,/,3.0,1.3,/,/,11.3,/
Cc1cccc(NC(=O)CCN2CCC(C)CC2)c1,-5.6,-5.0,-17.5,6.6,3.4,-4.4,1.2,-15.6,1.1
Cc1cc(C(=O)CSc2n[nH]c(N)n2)c(C)n1-c1ccccc1,0.0,1.9,-13.5,0.1,3.4,-1.9,1.4,5.2,1.5
COc1cc(C(=S)N2CCOCC2)ccc1OC(=O)c1ccccc1[N+](=O)[O-],-0.3,-5.6,-8.9,13.1,-0.8,-8.1,5.8,21.6,3.0
CCC(C)[C@H](NC(=O)Nc1cccc(Br)c1)C(=O)OC (some centres not stated),-8.9,-5.0,-15.7,0.3,1.7,-0.7,0.3,-9.6,-1.7
Cc1c2ccncc2cc2c1[nH]c1ccccc12,-5.3,-10.5,/,-0.1,3.0,/,/,1.5,/
O=C(CCNc1n[nH]c(=O)[nH]c1=O)N/N=C/c1ccc(C(F)(F)F)cc1,-4.9,7.4,-7.5,10.5,0.6,-11.4,0.5,18.0,0.6
CCOCCCNC(=O)C1CCN(c2cc(C)nc3c(-c4ccc(OC)c(OC)c4)c(C)nn23)CC1,-1.9,0.8,-22.4,1.0,5.4,0.8,-0.5,-9.2,-0.4
CC(C)(C)OC(=O)NCCc1onc(-c2cccc([N+](=O)[O-])c2)c1C(=O)O,-3.8,-13.8,/,0.2,5.3,/,/,-12.8,/
C/C(CC(=O)Nc1cccc(Cl)c1C)=N\NC(=O)Cc1csc(N)n1,-6.4,-17.4,-6.7,25.6,12.7,-14.9,0.8,-2.8,-1.0
Cc1cccc(C)c1OCCOC(=O)c1cccc(S(=O)(=O)N2CCOCC2)c1,-5.3,6.7,-11.2,3.2,-1.1,-1.3,0.5,22.1,1.5
CCc1ccc(C(=O)COC(=O)c2cccnc2Cl)cc1,-5.4,2.1,-18.5,4.5,12.0,-8.1,-0.6,6.2,-1.7
O=c1oc2ccccc2n1Cc1cccc(Cl)c1,-6.8,4.0,3.0,-2.6,-1.5,0.6,-1.2,-26.6,-2.5
